Assay outcomes deposited in PubChem BioAssay by several laboratories.
PfHsp90 set2: reduces growth (ATP signal) of yeast expressing P. falciparum Hsp90; inhibition, % at 9.4 µM; S. cerevisiae expressing PfHsp90, BacTiter-Glo ATP, 48 h; yeast lacking PDR1 and PDR3 efflux regulators; 0.32% of 310,000 active;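 active = every replicate shows inhibition above about 80%, whatever the replicate mean, limit read from the data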;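 also: 0% = DMSO neutral controls and 100% = 20 µM radicicol positive controls; yeast relying on Plasmodium falciparum Hsp90 in place of its own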
MOR-DOR inv ag: mu-delta opioid heterodimer inverse agonism; 0.21% of 340,000 active; AID 504357; inhibition, % at 9.3 µM; P35372+P41143; cell-based MOR-DOR heterodimer luminescence; in the data active = inhibition above about 22%, passing the limit was not always enough;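 also: 0% = cells with DMSO and 100% = wells without cells with DMSO; values of inactives mirror those of a sister screen read the other way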
phage Ecoli inh: E. coli growth loss with phage present. growth absorbance. inhibition, % at 11.9 µM. 0.26% of 360,000 active; in the data active = inhibition above about 11%
Arrestin-AP2 inh: blocks beta-arrestin peptide binding to AP2 adaptin. FITC-arrestin peptide / GST-AP2 beads, flow cytometry; AP2 beta2 appendage carries R879A mutation. inhibition, % at 10 µM. 0.31% of 340,000 active;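 active = inhibition above a set limit, near 3 SD of compounds lacking own fluorescence, cut at about 54% in these data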;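 also: plate controls were DMSO wells for no effect and 5 µM unlabelled arrestin peptide for full effect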
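system = GST-tagged AP2 beta2-adaptin appendage (R879A) on 4 µm glutathione beads | reagent = FITC-labelled arrestin peptide probe, 50 nM final | schedule = compound with beads 12 min RT, then probe 1 h RT | signal = HyperCyt-sampled flow cytometry, FL1 channel, ex 488/em 535 nm | read-out = percent response from loss of bead-bound FITC fluorescence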
Tat export inh: inhibitors of E. coli Tat protein transport; E. coli MC4100 TorA-mCherry Tat export, fluorescence; inhibition, % at 10 µM; 0.036% of 340,000 active; AID 488895;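 active = mean replicate inhibition at least 50% and at least half of replicates individually reaching 50%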;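 also: exported cargo escapes ClpAP degradation while cytoplasmic cargo is degraded and loses fluorescence; 0% = median of neutral control wells and 100% = median of NaSCN control wells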
Mot1-301 SUMO: inhibitors of SUMOylation pathway: yeast Mot1-301 growth rescue. S. cerevisiae Mot1-301 growth rescue, ATP luminescence, 38.5C; percent above DMSO median, 100 means doubled. growth rescue, % at 18.8 µM. 1% of 320,000 active. AID 2716;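 active = every valid replicate shows activation above 250% relative to neutral control wells; inactive = the rest, any valid replicate at or below 250%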;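 also: OY570 slx delta 5 strain wells were the positive control but not used for scaling; some compounds called inactive have numbers as strong as hits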
AddAB inh: less growth of phage-infected E. coli with AddAB. 0.29% of 330,000 active. E. coli expressing H. pylori AddAB, absorbance growth. inhibition, % at 11.9 µM; in the data active = inhibition above about 12%;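 also: 0% = vehicle wells of infected cells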
DSG3 Ab inh: blocks pemphigus antibody binding to human desmoglein-3 | P32926 | DSG3-coupled beads, scFv-anti-DSG3-GFP binding, flow cytometry; hits give low values | binding (percent of control), % at 10 µM | 0.48% of 310,000 active | AID 588358;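 active = binding more than 3 SD below its plate's average and above zero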;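 also: hits lower antibody fragment binding to DSG3; some compounds called inactive have numbers as strong as hits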
Target sequence (P32926 whole entry, looked up, the tested form may be a part): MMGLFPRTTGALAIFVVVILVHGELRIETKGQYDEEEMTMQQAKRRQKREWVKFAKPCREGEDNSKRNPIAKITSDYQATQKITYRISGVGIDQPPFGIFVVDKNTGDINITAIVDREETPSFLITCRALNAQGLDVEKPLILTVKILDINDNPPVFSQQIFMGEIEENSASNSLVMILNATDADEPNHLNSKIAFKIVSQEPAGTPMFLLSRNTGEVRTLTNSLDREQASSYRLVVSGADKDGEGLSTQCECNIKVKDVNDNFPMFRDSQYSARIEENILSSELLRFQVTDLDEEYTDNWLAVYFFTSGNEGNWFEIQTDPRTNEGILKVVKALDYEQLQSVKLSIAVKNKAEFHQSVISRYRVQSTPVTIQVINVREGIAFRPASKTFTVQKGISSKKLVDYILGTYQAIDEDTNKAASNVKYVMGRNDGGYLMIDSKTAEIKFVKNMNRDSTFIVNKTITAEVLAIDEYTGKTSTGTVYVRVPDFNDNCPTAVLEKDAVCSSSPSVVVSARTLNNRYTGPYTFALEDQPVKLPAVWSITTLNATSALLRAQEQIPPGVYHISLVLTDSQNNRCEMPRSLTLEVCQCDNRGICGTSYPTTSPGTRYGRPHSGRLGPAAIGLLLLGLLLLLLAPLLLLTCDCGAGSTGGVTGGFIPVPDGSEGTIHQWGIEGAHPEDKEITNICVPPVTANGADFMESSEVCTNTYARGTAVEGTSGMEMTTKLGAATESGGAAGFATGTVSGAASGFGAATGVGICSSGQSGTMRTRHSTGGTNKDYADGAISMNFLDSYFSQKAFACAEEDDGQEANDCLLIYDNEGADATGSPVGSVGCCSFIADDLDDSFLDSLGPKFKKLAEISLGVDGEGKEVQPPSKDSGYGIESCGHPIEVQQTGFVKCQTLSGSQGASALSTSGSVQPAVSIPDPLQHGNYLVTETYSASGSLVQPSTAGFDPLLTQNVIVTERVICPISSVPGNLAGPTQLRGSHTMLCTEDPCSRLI
PKA-R1A act: activates the PKA-R1A holoenzyme complex | P00514+P68181 | PKA-R1A dissociation, Cy5-IP20 fluorescence polarization; scaled: DMSO 0%, 113 µM cGMP 100% | activation, % at 11.4 µM | 0.083% of 340,000 active | AID 504707;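 active = percent activation above the mean of all tested compounds plus 3 SD, cut at about 19% in these data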;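 also: higher means more PKAc released from R1A so a rise in polarization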
OPRM1-OPRD1 ag: OPRM1-OPRD1 heterodimerization agonism; cells, luminescence; activation, % at 9.3 µM; 0.3% of 340,000 active; in the data active = activation above about 18%;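 also: 0% = vehicle-treated cells and 100% = reference agonist; values of inactives mirror those of a sister screen read the other way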
E coli growth: bacterial growth inhibition, counter-screen for AddAB inhibitors. AID 449728. E. coli V3065 growth, OD600 absorbance, 18 h. 0.27% of 330,000 active. inhibition, % at 11.9 µM;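 active = inhibition above the campaign's mean inhibition across all tested compounds plus 3 SD, cut at about 9.9% in these data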;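 also: uninfected addAB+ strain grown without phage in ampicillin broth; 0% = DMSO wells and 100% = ciprofloxacin 0.95 µg/ml wells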
Starred values were filed as active, the others as inactive; nt = not tested or not shown. Hits appear at their usual frequency; any-hit rate near 2.8%.

SMILES	PfHsp90 set2	MOR-DOR inv ag	phage Ecoli inh	Arrestin-AP2 inh	Tat export inh	Mot1-301 SUMO	AddAB inh	DSG3 Ab inh	PKA-R1A act	OPRM1-OPRD1 ag	E coli growth
CCCc1cc(C(=O)OC)c(NC(=O)CCCC(=O)O)s1	8.9	13.2	1.8	-10.6	-0.7	4.1	0.1	106.0	3.5	-2.6	-1.5
CCOC(=O)C1CCN(C(=O)NC23CC4CC(CC(C4)C2)C3)CC1	13.5	8.4	1.1	1.4	2.2	0.3	4.2	99.6	0.8	-1.5	0.0
CCOC(=O)CSc1nnc(SCCN2C(=O)c3ccccc3C2=O)s1	-24.3	13.5	0.2	0.9	-3.6	-13.1	0.3	98.0	-9.4	-3.2	-0.2
O=C(O)c1ccccc1NCN1C(=O)C2CC=C(Cl)CC2C1=O (stereo unspecified)	nt	19.1	3.4	-3.7	-8.9	-24.0	3.7	105.9	2.1	-4.2	1.1
COc1cccc(CNC(=O)c2ccc(NC(=O)CC3SC(N4CCCCC4)=NC3=O)cc2)c1 (stereo unspecified)	1.8	6.1	0.8	6.0	-0.6	-17.9	0.9	98.0	4.3	-1.6	1.2
Cc1ccc(Nc2nc(-c3ccc(S(=O)(=O)N4CCCC4)cc3)cs2)cc1C	-13.2	-9.1	nt	7.7	-6.6	6.5	0.5	nt	-11.3	1.7	0.2
CC1(NS(=O)(=O)c2ccc(Cl)s2)CCS(=O)(=O)C1 (stereo unspecified)	nt	10.3	1.6	26.0	-3.2	-6.1	1.1	92.8	4.9	-1.9	-1.5
COC(=O)CN1C(=O)[C@H]2[C@@H](c3ccc(C)o3)N3C(=O)CN(CCO)C(=O)[C@@]3(C)[C@H]2C1=O	-8.9	4.7	-1.0	10.4	2.0	-18.1	3.4	97.0	-1.3	-0.9	0.1
CC(=O)N1c2ccccc2S(=O)(=O)c2ccccc21	-16.5	15.4	4.2	1.8	-11.0	-4.7	-0.3	101.5	2.3	-2.8	0.4
Cn1c(=O)c(C(=O)Nc2ncccn2)c(O)c2ccccc21	18.0	12.9	0.3	6.2	-0.2	-12.4	2.0	nt	-3.1	-3.1	-2.6
COCCNC(=O)C(c1ccc(C)cc1)N(C(=O)CCC(=O)Nc1ccccn1)c1ccccc1C (stereo unspecified)	6.5	7.1	2.6	-10.6	3.9	-6.9	3.8	106.8	-12.7	-1.3	1.8
COCCN(Cc1cc2cccc(C)c2n2nnnc12)C(=O)C(F)(F)F	nt	6.5	3.1	2.8	1.9	-9.0	0.8	102.2	-12.9	-1.2	-0.7
CCc1nnc(/N=C/c2c(O)n(-c3ccc(Cl)cn3)c(=O)c3ccccc23)s1	14.9	-2.2	2.8	-1.8	1.9	-0.8	-0.2	104.3	-7.9	0.4	-3.0
COC(=O)CCC(=O)OC1(C)C(=O)C=C2C=C(C3CC3)N(CC3CC3)C=C2C1=O (stereo unspecified)	-21.6	-28.9	1.6	6.1	-1.0	-3.5	3.9	103.5	-9.9	5.2	-1.0
Cc1ccc(O)c(Sc2cc(C)ccc2O)c1	-20.5	-71.0	3.0	29.0	4.3	16.3	2.6	102.1	-18.0	16.9	0.8
CCOC(=O)c1cc(S(=O)(=O)NC2CCN(C(=O)OCC)CC2)cn1C	-1.7	0.7	-0.2	13.4	-0.9	14.6	1.1	103.4	-9.9	-0.1	2.3
O=C(CCCCC(=O)Nc1ccc(F)cc1)Nc1ccc(F)cc1	-33.8	14.6	3.4	6.1	-6.1	60.1	1.5	87.2	10.8	-3.0	1.8
CC(C)(C)OC(=O)NCCOC(=O)c1[nH]cnc1C(=O)NCc1ccccc1	-14.4	12.6	2.4	-7.3	-6.6	-6.7	-0.7	105.1	-10.0	-2.3	-1.5
CCN(CCN(C)C)C(=O)Cn1ncc2c1-c1cc(C)ccc1OC2	nt	0.8	-0.6	16.8	5.5	-3.0	4.7	98.3	-11.9	-0.1	-2.3
COc1ccc(CNCCC(c2ccccc2)c2ccc(OC(C)C)cc2)cc1OC (stereo unspecified)	1.1	-38.9	5.9	8.5	-0.5	-24.2	-0.6	109.9	12.2	8.1	1.4
CCC(=O)c1c(NC)cc(C)oc1=O	5.3	14.4	-0.2	26.9	-2.0	168.0	-1.7	95.8	-4.2	-3.0	0.0
COc1ccc(/C=C2\CN(Cc3ccccc3)C/C(=C\c3ccc(OC)c(O)c3)C2=O)cc1O	-9.5	13.5	1.1	4.3	-5.1	7.5	1.2	93.5	2.5	-2.4	0.1
O=C1NC(=O)C2(CCCC2c2ccccc2)N1 (stereo unspecified)	0.8	11.1	1.9	-4.2	-6.6	nt	nt	115.3	0.7	-2.1	nt
CCOC(=O)N1CCN(Cc2nc(N)nc(Nc3ccc(C)cc3C)n2)CC1	nt	13.8	0.8	-2.2	-9.9	nt	-2.8	111.1	4.7	-2.9	0.6
CC(C)CCNC(=O)C1CCCCN1S(=O)(=O)c1ccc(F)cc1 (stereo unspecified)	5.1	-1.8	1.8	-19.3	-8.4	-1.8	0.8	106.3	6.3	0.3	2.2
Going on with the list.
SMILES	PfHsp90 set2	MOR-DOR inv ag	phage Ecoli inh	Arrestin-AP2 inh	Tat export inh	Mot1-301 SUMO	AddAB inh	DSG3 Ab inh	PKA-R1A act	OPRM1-OPRD1 ag	E coli growth
CC(C)(C)NC(=O)/C(=C/c1ccco1)c1ccccc1	-5.4	-7.7	2.8	87.9*	-0.8	0.6	-1.0	107.3	-6.5	1.3	1.2
C=CC[C@@H](CC(=O)N[C@H](CO)Cc1ccccc1)C(=O)N[C@@H](COC(=O)[C@@H](CC=C)CC(=O)OC(C)(C)C)Cc1ccccc1	8.6	16.3	-0.9	-13.5	6.0	-12.8	0.3	94.3	-1.2	-3.5	-1.2
CCN(CC(=O)NCc1cccs1)C(=O)/C=C/c1ccc(OC)cc1OC	11.3	4.2	2.7	23.5	-6.3	-7.7	-0.3	104.1	-6.6	-0.6	2.4
COc1ccccc1/C=N/Nc1cc(C)nc2ccc(C)cc12	8.4	0.7	1.6	-4.2	-3.6	-0.6	0.0	99.0	-5.9	-0.1	-0.8
OCCN(CC(O)Cn1ccc2ccccc21)CC(O)Cn1ccc2ccccc21 (stereo unspecified)	17.9	8.2	0.8	22.4	-2.6	-24.9	-1.9	105.5	7.9	-1.6	-1.2
COc1ccc(CCNC(=O)c2ccc(Cl)cc2Cl)cc1OC	1.9	-2.0	0.5	-14.5	4.2	-6.0	1.1	98.9	1.7	0.4	-1.7
CC(C)(C)C(=O)O/N=C(\N)Cc1ccc(-c2csnn2)cc1	-4.2	9.5	1.9	-10.1	0.5	0.8	1.8	nt	-0.1	-1.9	-3.0
COc1ccccc1-c1nc(-c2cccc(C)c2)no1	-16.5	-7.3	2.7	-10.1	19.9	14.9	2.6	nt	-1.2	1.6	-0.3
Cc1cccc(C)c1NC(=O)CSc1nc2[nH]c(=O)cc(O)c2s1	-7.6	10.3	1.3	-6.2	0.7	-3.3	-2.6	nt	-7.0	-2.5	-0.5
N#Cc1c(C(F)(F)F)cc(-c2ccco2)nc1SCc1ccncc1	-4.7	2.2	1.5	4.7	-11.5	182.4	-1.3	nt	4.5	-0.3	-0.6
Cc1ccc(/C(O)=C2\C(=O)C(=O)N(CC(C)O)C2c2cccc(F)c2)cc1 (stereo unspecified)	2.4	21.4	0.0	7.3	-9.1	4.7	3.3	97.6	-5.9	-4.4	0.8
Cc1nc(S(=O)(=O)Nc2ccc3c(c2)OCCO3)cn1C	-12.8	nt	3.3	0.0	-13.7	-5.7	0.8	90.0	nt	nt	-0.8
COc1cc(-c2nc3cnccn3c2Nc2ccc3c(c2)OCCO3)ccc1O	-8.5	4.7	3.4	24.8	2.6	-4.4	0.6	nt	-8.8	-0.8	-0.6
O=C(NCc1ccco1)/C(=C\C=C\c1ccccc1)NC(=O)c1ccco1	-29.1	7.0	1.4	-9.2	6.1	14.6	0.2	92.2	-5.4	-1.3	2.8
COc1ccc(-n2nc(C(=O)NCC(=O)NCCCN3CCOCC3)c3ccccc3c2=O)cc1OC	-0.4	10.3	1.2	-12.7	-6.3	8.2	0.3	109.5	-0.5	-2.0	1.8
CNC(=O)C(=O)NCC1OCCCN1S(=O)(=O)c1cccs1 (stereo unspecified)	-12.0	5.4	3.5	-1.8	-0.1	-12.0	-0.2	93.6	9.8	-1.1	-1.5
CN(C)CCNc1ccc(-c2n[nH]c(=O)c3ccccc23)cc1[N+](=O)[O-]	35.5	12.8	-1.5	0.6	0.1	nt	nt	93.5	2.9	-2.8	nt
COc1ccccc1N1CCN(C(=O)CCCC2=NS(=O)(=O)c3ccccc3N2)CC1	5.9	-3.8	3.6	9.2	-3.0	-6.5	-0.9	103.1	-2.4	0.7	0.4
Cn1cccc1/C=N/NC(=O)CNc1ccc2ccccc2c1	nt	nt	3.5	12.3	nt	0.7	-1.1	102.3	nt	nt	-3.1
Cc1ccc(-n2c(SCC(=O)N3CC(=O)Nc4ccccc43)nc3ccccc3c2=O)cc1	1.7	6.6	3.8	40.7	6.7	-9.6	1.0	99.7	-10.3	-1.3	-1.2
O=C(CN1C(=O)c2ccccc2C1=O)Nc1sc2c(c1C(=O)NCC1CCCO1)CCC2 (stereo unspecified)	24.3	1.6	6.0	4.5	14.5	nt	-1.5	106.9	-3.3	-0.3	-0.6
O=C(N/N=C\c1ccco1)Nc1cccc(Cl)c1	5.3	-4.1	7.4	-15.0	2.7	8.2	-2.2	108.0	6.2	0.6	-2.3
CN(C(=O)c1ccc2c(=O)n3c(nc2c1)CCCCC3)c1ccccc1Cl	-0.1	19.6	3.8	-2.9	-7.0	-10.7	2.0	98.6	-3.4	-3.7	-0.1
COCCNC(=O)COC(=O)c1[nH]c(C)c(C(C)=O)c1C	-0.2	16.0	1.8	32.6	0.1	-3.2	2.1	105.8	6.6	-3.5	-1.1
Clc1ccc(Nc2nc(-c3cccs3)cs2)nc1	-1.6	-36.1	1.0	8.1	3.4	163.4	1.9	102.2	12.7	6.9	4.1
CCn1cc(C(=O)NCCCOC)c(=O)c2cc(S(=O)(=O)N(C)C3CCCCC3)ccc21	nt	12.5	1.8	-1.6	2.1	-28.5	6.4	106.1	8.6	-2.4	-3.0
Cc1nc(SC(C)C)[nH]c(=O)c1Cc1ccccc1	nt	-1.7	2.1	0.3	0.0	8.4	4.3	101.6	-0.2	0.3	2.7

Entries of single compounds, quoted from the list. Values in the order: PfHsp90 set2 | MOR-DOR inv ag | phage Ecoli inh | Arrestin-AP2 inh | Tat export inh | Mot1-301 SUMO | AddAB inh | DSG3 Ab inh | PKA-R1A act | OPRM1-OPRD1 ag | E coli growth
CN(C(=O)c1ccc2c(=O)n3c(nc2c1)CCCCC3)c1ccccc1Cl across the screens: -0.1 | 19.6 | 3.8 | -2.9 | -7.0 | -10.7 | 2.0 | 98.6 | -3.4 | -3.7 | -0.1
Clc1ccc(Nc2nc(-c3cccs3)cs2)nc1 across the screens: -1.6 | -36.1 | 1.0 | 8.1 | 3.4 | 163.4 | 1.9 | 102.2 | 12.7 | 6.9 | 4.1
